Screening results (PubChem BioAssay)
ABHD5-PLIN5 inh – inhibitors of human ABHD5-perilipin-5 interaction | 360,000 tested, 0.78% active | Q00G26+Q8WTS1 | inhibition, % at 4 µM | Split G. princeps luciferase complementation, luminescence, 4 h;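 active means inhibition above the mean inhibition across every tested compound plus 3 SD, cut at about 22% in these data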;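 further: 0% = DMSO only wells and the 100% control is not disclosed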
MC4R antagonist – blocks human MC4R cAMP signaling. MC4R-expressing cells, MTII-stimulated cAMP, LANCE TR-FRET. inhibition, % at 6.5 µM. 360,000 tested, 0.48% active;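 active means inhibition above its plate's cutoff, the mean of tested wells on that plate plus 3 SD, cut at about 29% in these data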;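 further: 0% = Melanotan II alone and 100% = Melanotan II plus saturating MCL0020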
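Assay system: U2OS-MC4R stable cell line; Also added: Melanotan II; Technique: Eu-cAMP/anti-cAMP TR-FRET, emission 671 nm; Times: 30-min compound, 1-h challenge, 1-h detection, room temperature.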
H9c2 protect – modulators protecting cardiomyocytes from myocardial damage; H9c2 cardiomyocytes, H2O2 injury protection, ATPLite, 2 h; protection from H2O2 cell death, % at 20 µM; 360,000 tested, 0.63% active; AID 588492;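 active means compounds giving at least 50% protection of heart cells from peroxide-induced death in the single-dose screen, raw or plate-pattern-corrected value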;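 further: 0% = DMSO wells with peroxide and 100% = DMSO wells without peroxide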
Granule exo inh – blocks lytic granule exocytosis; inhibition, % at 10 µM; TALL-104 LAMP-1 surface exposure, flow cytometry; cells stimulated with thapsigargin and PMA; 360,000 tested, 0.66% active;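 active means inhibition above about 55%, limit read from the data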
ABCB6 inh MLPCN – inhibitors of human ABC transporter ABCB6; Q9NP58; K562-ABCB6 porphyrin accumulation, flow cytometry, 1 h; active compounds read low; fluorescence ratio to DMSO, % at 10 µM; 360,000 tested, 0.19% active; AID 602162;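 active means fluorescence ratio to DMSO below 75%, the collection mean minus 3 SD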;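 further: signal is porphyrin accumulated inside mitochondria; 100% equals median channel fluorescence of DMSO control wells; lower ratio means ABCB6 inhibition with less porphyrin fluorescence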
Target sequence (Q9NP58 whole entry, looked up): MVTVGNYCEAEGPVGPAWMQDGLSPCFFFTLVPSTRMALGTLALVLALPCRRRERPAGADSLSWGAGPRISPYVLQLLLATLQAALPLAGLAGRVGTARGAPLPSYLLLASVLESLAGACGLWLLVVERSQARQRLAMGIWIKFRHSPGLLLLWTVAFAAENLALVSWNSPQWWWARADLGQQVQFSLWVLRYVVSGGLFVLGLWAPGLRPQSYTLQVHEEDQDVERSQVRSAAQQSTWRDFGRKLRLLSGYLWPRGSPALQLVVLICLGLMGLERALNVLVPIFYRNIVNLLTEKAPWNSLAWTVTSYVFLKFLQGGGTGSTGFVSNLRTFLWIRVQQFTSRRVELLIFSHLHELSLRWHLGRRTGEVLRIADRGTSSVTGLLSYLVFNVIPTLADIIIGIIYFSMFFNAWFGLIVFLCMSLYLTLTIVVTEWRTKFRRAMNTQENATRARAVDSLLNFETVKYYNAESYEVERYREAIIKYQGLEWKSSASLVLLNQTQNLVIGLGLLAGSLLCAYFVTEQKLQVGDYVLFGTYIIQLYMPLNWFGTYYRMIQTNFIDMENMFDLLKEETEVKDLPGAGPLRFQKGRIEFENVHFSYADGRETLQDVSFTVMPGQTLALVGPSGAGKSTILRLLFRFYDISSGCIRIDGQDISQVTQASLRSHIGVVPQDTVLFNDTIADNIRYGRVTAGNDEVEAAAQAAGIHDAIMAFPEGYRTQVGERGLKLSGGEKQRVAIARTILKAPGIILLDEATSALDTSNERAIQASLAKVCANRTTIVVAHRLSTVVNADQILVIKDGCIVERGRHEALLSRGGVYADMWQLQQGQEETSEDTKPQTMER
Glyco luc inh – blocks N-linked glycosylation in D54 reporter cells. D54 ERlucT glycosylation luciferase reporter, 24 h; percent of 100 nM tunicamycin response. reporter increase, % at 12.5 µM. AID 588692. 360,000 tested, 0.23% active;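 active means mean luciferase reporter signal, scaled so untreated is 0 and the glycosylation-blocking control 100, at or above a set limit in every replicate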;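 further: luciferase carries N-glycosylation sites so blocking glycosylation raises the light; 0% = median of neutral control wells and 100% = median of 100 nM tunicamycin wells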
HTR2A ag – activates the mouse 5-HT2A serotonin receptor. P35363. 360,000 tested, 0.66% active. activation, % at 7.6 µM. CHO-K1 mHTR2A beta-arrestin complementation, luminescence; percent of 30 µM serotonin response;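 active means activation above a run cutoff, the mean activation of all tested compounds plus 3 SD, cut at about 14% in these data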;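 further: 0% = plate median of compound wells and 100% = 30 µM serotonin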
hiPSC survival – hiPSC single-cell survival enhancement; ATPlite luminescence; 100% = ROCK inhibitor wells, 0% = DMSO; survival enhancement, % at 20 µM; 360,000 tested, 0.044% active; in the data active means survival enhancement above about 18%;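 further: cells exposed to compounds for 16 hours before the ATP read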
aDG glyco up – increases alpha dystroglycan glycosylation. activation, % at 10 µM. Pro5-aDG cells, alpha-DG glycosylation AlphaScreen (IIH6); 0% Pro5, 100% B10-LARGE cell signal. 360,000 tested, 0.22% active;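 active means activation of at least 8% versus controls, or a plate z-score of at least 8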;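 further: Pro5 are CHO cells carrying HIG-tagged alpha-DG that lacks glycosylation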
MC4R barr agon – human MC4R agonism via beta-arrestin; U2OS MC4R beta-arrestin complementation, luminescence; percent of melanotan II response, DMSO zero; activation, % at 8.9 µM; 360,000 tested, 0.98% active; AID 540308;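 active means activation above a per-plate cutoff, the mean activation of sample wells on that plate plus 3 SD, cut at about 8% in these data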
* = called active by the depositor; x = no result given.

SMILES	ABHD5-PLIN5 inh	MC4R antagonist	H9c2 protect	Granule exo inh	ABCB6 inh MLPCN	Glyco luc inh	HTR2A ag	hiPSC survival	aDG glyco up	MC4R barr agon
Cc1ccc(Cc2c(-c3ccc(C)cc3)nc3c(C)cc(Br)cn23)cc1	-5	x	0	-2	103	-6	-1	2.9	0.5	x
Cn1c(=O)c2c(=O)cc(N)[nH]c2n(C)c1=O	1	2	0	2	110	-1	2	-0.6	0.0	0.8
CC(=O)Nc1ccc(OCc2nnc(-c3ccccc3)o2)cc1	2	15	0	1	115	-1	-2	-0.6	0.1	0.3
Cc1cccc(/C=N/NC(=O)C(C)Nc2cccc3ccccc23)n1 (stereo not drawn)	-49	-19	-12	-2	108	-2	2	-2.0	1.0	-1.9
COc1ccc(OCC(=O)N2CCCC2=O)c([N+](=O)[O-])c1	-2	-2	1	-13	92	4	-2	0.4	-0.3	-1.9
Cc1c(C(=O)N/N=C/c2ccccc2)[nH]c2ccc(Cl)cc12	-3	12	-28	0	102	11	-1	1.1	-0.2	0.7
CCc1cc(CNC(=O)CC2C(=O)NCCN2Cc2cccc(OC)c2)on1 (stereo not drawn)	0	-3	-4	0	94	-1	0	-1.5	0.1	-1.6
CC1(C)CC2(CCO1)OC(=O)CC2C(=O)NCc1ccccc1 (stereo not drawn)	2	10	1	2	97	3	3	-1.7	0.1	-0.8
Cc1ccc(NC(=O)CCNC(=O)c2ccco2)cc1	-2	0	-1	19	94	1	3	-1.4	-0.3	0.1
COc1ccc(/C=C/C(=O)c2c(O)cc(OC)cc2OC)cc1	10	-20	-8	2	103	21	-8	-1.0	0.1	-0.7
COC(=O)c1ccc(OCC(=O)c2cccc(OC)c2)cc1	3	0	1	-4	99	-11	2	0.6	0.4	-0.7
CC1=CC(C)(C)N(C(=O)CSc2nnc(-c3ccc(C)cc3)o2)c2ccc(C)cc21	-2	-1	-22	32	97	-2	-4	-0.5	-0.4	-0.5
CC1(C)CC(=O)c2cnc(NC(=O)Cc3ccc(Cl)cc3)nc2C1	-7	7	1	3	108	0	-2	1.4	0.2	-0.7
COCCNC(=O)c1ccccc1NC(=O)Cc1ccccc1	3	-1	10	1	87	-1	0	-3.0	0.1	3.5
CC(C)c1ccc(NC(=O)C2(C)Cc3c(-c4ccc(C(N)=O)cc4)ccnc3O2)cc1 (stereo not drawn)	7	4	-4	-4	107	-4	-4	-4.4	4.7	3.0
CC(C)(C)NC(=O)C(c1cccs1)N(CC1CCCO1)C(=O)c1ccc(-c2ccccc2)[nH]1 (stereo not drawn)	-1	16	-2	2	104	-4	-2	1.6	-0.1	-0.7
COc1ccccc1C(=O)C1CCCN(C(=O)c2cccc(-n3cccn3)c2)C1 (stereo not drawn)	-2	11	0	-4	100	-1	-1	-0.7	0.0	0.3
CCN1CCN(C(=O)C2CCN(Cc3cc(Cl)ccc3O)CC2)CC1	-10	15	11	15	106	-1	6	1.9	0.6	1.9
O=C(/C=C/c1ccco1)NCC1CCCO1 (stereo not drawn)	2	1	4	7	116	-1	7	4.4	0.1	-1.2
CSc1cnn(-c2ccccc2)c(=O)c1SC	5	6	3	2	102	0	0	-1.1	0.0	-0.1
CCC(C)[C@H]1CNC(=O)C(=O)N1CCCc1cc(OC)c(OC)c(OC)c1 (stereo partly drawn)	0	9	2	-6	99	3	3	-1.8	-0.3	-1.0
O=C(C[n+]1ccc2ccccc2c1)c1cccc2ccccc12	3	-1	8	1	114	4	-6	-2.6	0.2	-0.2
CCc1ccc(N(C(=O)c2snc(C(N)=O)c2N)C(C(=O)NC2CCCC2)c2ccncc2)cc1 (stereo not drawn)	-3	9	18	5	96	5	-6	-0.3	0.0	-0.7
CCc1ccc(NC(=O)C(NS(=O)(=O)c2ccc3c(c2)CCN3C(C)=O)C(C)C)cc1 (stereo not drawn)	2	-2	-1	-3	98	0	5	1.9	0.1	0.2
COC(=O)c1ccc(CNC(=O)Cn2cnc3c(OCc4ccccc4)ncnc32)cc1	2	1	-5	18	99	0	-2	1.2	-0.1	-1.3
Cc1ccc(NC(=O)Cn2nnc(C(=O)NCc3ccc(Cl)cc3)c2N)cc1F	0	12	-2	-3	100	3	-1	-0.5	0.2	0.2
O=S(=O)(N1CCOCC1)N1CCN(c2ccc(F)cc2)CC1	11	-3	0	1	98	-1	1	1.1	0.2	-1.4
Cc1nnc(SCC(=O)N(C(C)C)C(C)C)nc1C	-4	2	11	-1	97	1	0	3.9	0.1	0.9
O=C(CCCN1C(=O)/C(=C\c2cccs2)SC1=S)Nc1cccnc1	2	-1	-2	-2	96	-2	6	-2.0	0.9	0.8
COc1ccc(/C(N)=N/OC(=O)Oc2ccccc2)cc1OC	6	-11	3	-4	100	4	4	-1.7	-0.3	0.6
O=C(CN1C2CCCC1CC(NC(=O)c1ccco1)C2)Nc1ccccc1C(F)(F)F (stereo not drawn)	-1	10	-9	1	100	-3	3	-3.2	0.8	0.1
O=C(NCC1CCCCC1)c1cccnc1Cl	2	2	0	-6	100	1	2	1.4	0.0	1.2
C=Cc1ncc(OC)c2c1[nH]c1ccccc12	24*	10	-4	34	100	-17	1	-4.7	2.5	-0.7
COc1ccccc1-c1cc(C(=O)Nc2ccccc2SC)no1	-6	-8	-2	4	91	0	13	0.8	0.1	8.7*
O=C(COc1ccc(S(=O)(=O)N2CCOCC2)cc1)NCCc1ccccc1	5	0	6	-10	92	-3	-4	-0.4	0.2	-1.2
Cc1ccsc1C(=O)N1CCN(S(=O)(=O)c2cccc(F)c2)CC1	2	6	1	-6	101	-3	2	-0.3	-0.1	-2.2
Cc1ccc(N2CC(C(=O)NCc3cccs3)CC2=O)cc1C (stereo not drawn)	-2	13	-2	-4	x	1	-3	-1.4	-0.3	2.3
CCn1c(SCc2nc3ccccc3[nH]2)nnc1-c1ccc(OC)cc1	0	14	3	0	101	-2	-1	-2.7	0.1	0.1
Cc1ccc2nc(N(CCN(C)C)C(=O)c3cc(Cl)sc3Cl)sc2c1	3	0	-4	-1	100	-2	-2	-0.4	-0.1	4.0
Cc1ccc(/C=C/C(=O)N2CC(=O)Nc3ccccc32)o1	25*	5	0	2	96	0	-3	-0.8	0.1	0.0
O=C(NCc1ccccn1)Nc1ccccc1	-2	7	9	0	97	3	-1	-0.6	0.0	-1.1
O=C(c1ccncc1)N1N=C(C2CCCCC2)CC1(O)C(F)(F)F (stereo not drawn)	-1	4	-2	-2	99	-1	-2	-0.6	0.0	-0.8
Cc1sc2nc(CN(Cc3ccccc3)C(=O)NC3CCCCC3)[nH]c(=O)c2c1C	5	8	12	-3	100	-4	-2	0.2	0.3	0.4
CCOC(=O)c1cc(CC)sc1NC(=O)Cc1ccccc1	-11	-6	-12	1	97	-1	1	0.1	0.0	0.9
CC(=O)Nc1ccc(NC(=O)CSc2ccc([N+](=O)[O-])cn2)cc1	-1	-6	8	-1	100	1	-6	0.1	0.0	-1.8
O=C(O)CCCNC(=O)CC1S/C(=N/N=C/c2ccccc2O)NC1=O (stereo not drawn)	4	-1	-2	-2	101	3	-6	-0.7	-0.3	-0.7
O=C(COc1ccc(Br)cc1)Nc1ccc(C(=O)Nc2ccccc2C(=O)O)cc1	4	2	6	1	95	2	18*	0.6	-0.2	-0.7
CCOc1cc(NC(=O)Nc2ccccc2)c(OCC)cc1NC(=O)CC	-3	1	-1	13	100	-1	-5	0.2	0.0	0.8
COC(=O)c1c(-c2ccccc2)csc1NC1=NS(=O)(=O)c2ccccc21	1	-3	-18	0	95	-9	10	-4.6	-0.5	-1.7
COc1ccc(S(=O)(=O)n2nc(OC(=O)c3ccccc3Br)cc2N)cc1	-3	8	29	7	105	4	-3	5.4	0.0	-3.4
COCCNc1ccc(-c2n[nH]c(=O)c3ccccc23)cc1[N+](=O)[O-]	-10	11	40	-4	92	-4	-13	0.2	0.0	0.5
CC1CCCCC1N=CC1=C(O)CC(C)(C)CC1=O (stereo not drawn)	5	15	6	2	103	0	4	1.2	-0.1	0.8
Nc1cc(S(=O)(=O)C(F)(F)F)ccc1C(=O)O	10	-4	6	-1	93	0	4	2.5	0.0	0.8
O=C(Cn1cnc2ccccc2c1=O)N1CCN(Cc2ccc3c(c2)OCO3)CC1	6	0	24	-2	106	1	15*	0.8	-0.2	2.3
O=C(COC(=O)c1cnccn1)N=c1sccn1Cc1ccccc1Cl	4	-1	-3	-3	95	1	-5	0.3	-0.1	-3.6
Cc1ccc(NC(=O)COc2ccc(Br)cc2CO)cc1	2	0	-5	-3	104	-2	-2	-1.4	-0.2	0.7
CCOC(=O)c1cnc2ccc(OCC)cc2c1NCc1cccnc1	2	25	-6	-4	99	5	-1	1.1	-0.1	1.6
CCn1nc(C(=O)NNC(=O)COc2ccccc2C)c2ccccc2c1=O	4	0	7	1	98	0	0	-0.5	-0.2	-0.3
COC(=O)c1cccc(OCCCN2CCC(C(O)(c3ccccc3)c3ccccc3)CC2)c1	8	x	x	29	93	x	-7	-1.0	1.1	x
O=C(/C=C/c1ccc2c(c1)OCO2)Nc1nc2ccccc2s1	9	-5	2	-6	109	-13	5	-3.0	-0.2	-1.1

Additional structures:
SMILES	ABHD5-PLIN5 inh	MC4R antagonist	H9c2 protect	Granule exo inh	ABCB6 inh MLPCN	Glyco luc inh	HTR2A ag	hiPSC survival	aDG glyco up	MC4R barr agon
O=C(c1cc2ccccc2o1)N1CCN(C/C=C/c2ccccc2)CC1	3	-3	-12	0	79	1	-4	0.2	-0.1	3.2
NS(=O)(=O)c1ccc(NN=C2CCCCC2)c([N+](=O)[O-])c1	-5	-1	-8	-3	103	0	-2	1.4	-0.3	-2.7
O=C(O)CSCC(=O)Nc1ccc(-c2nc3ccccc3s2)cc1	-3	4	-8	13	99	-8	5	-0.6	0.0	-1.3
Cc1ccc(CNC(=O)C2CC3Cn4c(nc5ccccc54)C3N2C)o1 (stereo not drawn)	3	16	13	-1	101	3	6	4.2	-0.2	-2.2
O=C(O)CCCC(=O)Nc1ccc(N2CCCC2)cc1	-5	-4	0	0	96	1	1	-1.9	0.0	-2.2
CCOC(=O)c1c(C)oc2c1c(C(c1cccnc1)N1CCOCC1)c(O)c1ccccc12 (stereo not drawn)	-30	6	-28	98*	105	8	11	-2.5	2.1	-3.7
CCn1c(SCC(=O)NC2CC2)nnc1C(C)Oc1ccccc1 (stereo not drawn)	4	9	-1	-1	102	0	3	0.4	0.7	-1.8
COc1ccc(CCNC(=O)COc2nsnc2N2CCOCC2)cc1OC	-1	-5	-2	0	103	2	-3	-1.1	0.0	-1.9

Random excerpt: 4 compounds from above
SMILES	ABHD5-PLIN5 inh	MC4R antagonist	H9c2 protect	Granule exo inh	ABCB6 inh MLPCN	Glyco luc inh	HTR2A ag	hiPSC survival	aDG glyco up	MC4R barr agon
COCCNC(=O)c1ccccc1NC(=O)Cc1ccccc1	3	-1	10	1	87	-1	0	-3.0	0.1	3.5
COc1ccccc1C(=O)C1CCCN(C(=O)c2cccc(-n3cccn3)c2)C1 (stereo not drawn)	-2	11	0	-4	100	-1	-1	-0.7	0.0	0.3
CCOC(=O)c1c(C)oc2c1c(C(c1cccnc1)N1CCOCC1)c(O)c1ccccc12 (stereo not drawn)	-30	6	-28	98*	105	8	11	-2.5	2.1	-3.7
CC1CCCCC1N=CC1=C(O)CC(C)(C)CC1=O (stereo not drawn)	5	15	6	2	103	0	4	1.2	-0.1	0.8
